# Screening data from PubChem BioAssay.
# PAX8 reporter = lowers PAX8-driven luciferase in RMG-I cells; hit rate 1.2% among 360,000; RMG-I TPO-luciferase reporter, SteadyGlo, 24 h; inhibition, % at 12.6 µM;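 active = mean replicate inhibition at least 60% with every replicate also reaching 60%; inconclusive = only one of the two criteria is met; inactive = mean below 60% and not all replicates reaching 60%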;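 note: luciferase light reporting Pax8 driven TPO promoter activity; plate controls were median of neutral control wells for no effect and mitoxantrone controls for full effect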
# ARNT TACC3 PPI = disrupts binding between human ARNT and TACC3. Q9Y6A5. AlphaScreen His-ARNT PAS-B/GST-TACC3 binding, luminescence; TACC3 fragment carries E629A point mutation. inhibition, % at 9.99 µM. hit rate 0.66% among 390,000. AID 623870;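 active = mean inhibition of replicates at least 50% and at least half of replicates each reaching 50%; inconclusive = half or more replicates reach 50% but mean below 50%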;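 note: 0% = complete ARNT plus TACC3 wells and 100% = ARNT alone without TACC3; many hits fall short of the cut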
# LGR2 antag = blocks bursicon-induced cAMP signaling via Drosophila LGR2; HEK293 LGR2, CRE-luciferase, bursicon-stimulated, 4 h; inhibition, % at 9.99 µM; hit rate 0.35% among 380,000;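 active = drop in luminescence signal, shown as inhibition above about 50% in the replicate tests, limit read from the data, passing the limit was not always enough; inconclusive = probably only some replicates passing the limit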;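 note: agonist challenge used bursicon conditioned medium at about half maximal strength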
# SIRT5 inh = sirtuin-5 (human) deacylase inhibition; Q9NXA8; Purified SirT5, succinyl-peptide AMC, trypsin-coupled fluorescence; inhibition, % at 15 µM; hit rate 1.1% among 330,000; in the data active = inhibition above about 15%; inconclusive = no clear call, values can overlap the other calls
# Target sequence (Q9NXA8 whole entry, looked up): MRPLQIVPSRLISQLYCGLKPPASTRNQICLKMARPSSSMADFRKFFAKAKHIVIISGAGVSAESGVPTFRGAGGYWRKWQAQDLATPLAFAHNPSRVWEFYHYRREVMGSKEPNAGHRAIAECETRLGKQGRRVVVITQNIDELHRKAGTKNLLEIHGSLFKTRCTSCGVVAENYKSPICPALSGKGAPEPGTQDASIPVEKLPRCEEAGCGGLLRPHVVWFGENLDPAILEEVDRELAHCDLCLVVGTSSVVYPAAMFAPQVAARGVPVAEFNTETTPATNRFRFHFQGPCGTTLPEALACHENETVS
# CASP6 VEID inh = blocks human caspase-6 cleavage activity; P55212; hit rate 0.53% among 350,000; purified caspase-6, Z-VEID-R110 cleavage fluorescence; AID 686996; inhibition, % at 12.5 µM;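 active = mean inhibition across replicates at least about 35%, with every replicate also reaching that limit, limit read from the data; inconclusive = only one of the two criteria met; inactive = neither criterion met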;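 note: 0% = median of neutral control wells and 100% = no fluorescence left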
# Target sequence (P55212 24-179 limits assumed): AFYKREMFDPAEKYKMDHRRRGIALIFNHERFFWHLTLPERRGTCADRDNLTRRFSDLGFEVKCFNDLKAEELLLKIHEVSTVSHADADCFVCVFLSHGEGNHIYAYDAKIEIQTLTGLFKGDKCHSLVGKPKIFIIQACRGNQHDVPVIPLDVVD
# Target sequence (P55212 194-293 limits assumed): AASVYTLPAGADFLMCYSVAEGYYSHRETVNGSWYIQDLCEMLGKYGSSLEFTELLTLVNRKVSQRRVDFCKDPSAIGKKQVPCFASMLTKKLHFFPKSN
# EWS-Fli inh = blocks EWS/Fli oncoprotein-driven transcription. A673 NR0B1-luciferase reporter, viability-normalised. inhibition, % at 12.6 µM. hit rate 0.67% among 350,000. AID 651661;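 active = mean inhibition of at least 50% after viability correction, with every replicate also passing that limit; inconclusive = mean reaches 50% but only one of two replicates passes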;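 note: firefly luciferase signal divided by Alamar Blue viability fluorescence both relative to DMSO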
# DENV2 CPE = DENV2-induced cell death inhibition | CPE inhibition, % at 9.99 µM | DENV2-infected cells, cytopathic effect rescue, plate reader | hit rate 1.7% among 350,000; in the data active = CPE inhibition above about 20%, passing the limit was not always enough; inconclusive = no clear call, values can overlap the other calls; tested in BHK-21 cells;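 note: 0% = median of neutral control wells and 100% = median of positive control wells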
# * = called active by the depositor; ? = inconclusive; . = no result given; & = joins results of further samples. Not a hit list. Share with any hit: about 4.9%.
SMILES,PAX8 reporter,ARNT TACC3 PPI,LGR2 antag,SIRT5 inh,CASP6 VEID inh,EWS-Fli inh,DENV2 CPE
C=CCn1c(=NC(=O)c2cc(Cl)sc2Cl)sc2cc(S(N)(=O)=O)ccc21,33.5,1.5,10.5,.,.,.,.
COc1ccc(C2=CSC3=NCCN23)cc1Cl,4.6,0.9,-6.0,-2.4,-1.6,13.0,-3.3
COC(=O)[C@H]1COC(c2ccc(OCCCO)cc2)=N1,-3.9,19.1,.,-0.9,5.9,-6.7,-10.2
CCc1ccc(NC(=O)CSc2nnnn2-c2cccnc2)cc1,1.4,-3.2,20.3,-1.1,4.4,.,-5.3
COc1ccc(S(=O)(=O)N(CC(=O)Nc2cccnc2)c2ccccc2OC)cc1,.,-1.3,8.7,-0.8,-4.7,-1.5,-6.3
COC(=O)Nc1ccc(Cc2ccncc2)cc1,8.6,-1.6,3.8,0.9,-1.4,-9.8,10.7
CN1C(C(=O)N2CCc3ccccc3C2)=CC(c2ccc(F)cc2)=NS1(=O)=O,12.6,10.7,-0.2,-2.7,-1.4,19.7,?
COc1ccc(CN(C)CC(O)COC(c2ccc(OC)cc2)c2ccc(OC)cc2)cc1 (stereo not given),-0.5,5.1,2.1,3.5,3.3,10.8,-4.1
C/C(=N\NC(=O)c1cccnc1)c1ccc(-c2ccccc2)cc1,5.1,.,.,-1.6,5.5,-3.5,7.1
CCCOc1c(Br)cc(C2C3=C(CCCC3=O)N(CC)C3=C2C(=O)CCC3)cc1OC,-11.7,-23.3,-4.8,-4.5,6.8,-2.2,0.2
CCn1c(SCC(=O)Nc2ncc(C(F)(F)F)cc2Cl)nnc1-c1cccc(C)c1,1.0,-0.3,-15.0,.,.,.,.
COc1ccccc1C#Cc1ccc2c(c1)O[C@@H](CN(C)Cc1ccncc1)[C@H](C)CN([C@H](C)CO)S2(=O)=O,99.1*,-3.3,34.0,2.3,0.0,37.6,-2.6
C[C@H]1CN([C@@H](C)CO)C(=O)c2cccc(NS(C)(=O)=O)c2O[C@@H]1CN(C)Cc1ccc(C(=O)O)cc1,.,-6.1,3.0,-4.2,-0.7,-3.9,-1.1
Cc1ccc(S(=O)(=O)N2C[C@H]3C(=O)C[C@@H](c4ccccc4)N(S(=O)(=O)c4ccc(C)cc4)[C@H]3C[C@H]2c2ccccc2)cc1,15.2,.,0.6,1.7,-3.0,1.8,0.3
O=[N+]([O-])c1ccc(S(=O)(=O)NN=Cc2ccc3c(c2)OCO3)cc1,-35.1,-10.7,-71.6,-3.0,-1.6,4.3,-7.6
O=C(NCCCN1CCCC1)c1ccc(CSCc2cccc(Cl)c2)o1,.,3.0,.,-2.2,-35.7,-0.2,0.1
COc1ccc(CN(C)C[C@H]2Oc3ccc(NS(=O)(=O)c4ccccc4)cc3C(=O)N([C@@H](C)CO)C[C@@H]2C)cc1,6.2,-7.2,-22.1,1.2,4.7,-1.6,3.4
O=C(NCc1ccc(F)cc1)Nc1ccccc1,-91.9,-0.9,-19.3,-0.4,-3.5,-44.6,-3.9
Cc1ccc(CNC(=O)Cn2nnc3ccccc3c2=O)cc1,-13.9,-9.7,5.3,2.8,-0.9,-3.0,-3.4
COCc1[nH]nc2c1C(c1ccc3c(c1)OCO3)N(Cc1ccccc1)C2=O (stereo not given),-0.8,.,-3.2,.,-1.0,5.8,-7.1
CC(C)NC(=O)N(C)C[C@@H]1OCCCC[C@H](C)Oc2ccc(NS(=O)(=O)c3ccc(Cl)cc3)cc2C(=O)N([C@H](C)CO)C[C@H]1C,15.4,2.9,-8.1,0.5,1.1,-23.6,15.6
C[C@H](CO)N1C[C@H](C)[C@H](CN(C)Cc2ccc(Oc3ccccc3)cc2)OCc2ccccc2-c2c(n(C)c3ccccc23)C1=O,1.9,.,7.4,5.3,2.5,1.9,3.4
Cc1noc(C)c1NC(=O)N(C)C[C@H]1Oc2ccc(NC(=O)Nc3cccc4ccccc34)cc2C(=O)N([C@@H](C)CO)C[C@@H]1C,8.6,0.5,-25.1,-4.4,2.1,-1.1,-0.2
Cc1cc([N+](=O)[O-])nn1Cc1noc(C(=O)NCCc2ccccn2)n1,-12.7,1.1,4.9,-1.8,-1.5,-1.1,-7.0
O=C(NNC(=O)c1ccccc1O)c1ccc(-c2ccc([N+](=O)[O-])cc2)o1,9.0,0.3,-8.1,-1.1,2.2,-25.0,-3.6

# Some values from the entries so far.
# LGR2 antag with `Cc1noc(C)c1NC(=O)N(C)C[C@H]1Oc2ccc(NC(=O)Nc3cccc4ccccc34)cc2C(=O)N([C@@H](C)CO)C[C@@H]1C` : -25.1
# CASP6 VEID inh with `C[C@H]1CN([C@@H](C)CO)C(=O)c2cccc(NS(C)(=O)=O)c2O[C@@H]1CN(C)Cc1ccc(C(=O)O)cc1` : -0.7
# SIRT5 inh with `O=C(NCCCN1CCCC1)c1ccc(CSCc2cccc(Cl)c2)o1` : -2.2

# The listing continues.
SMILES,PAX8 reporter,ARNT TACC3 PPI,LGR2 antag,SIRT5 inh,CASP6 VEID inh,EWS-Fli inh,DENV2 CPE
CC1(C)CC2(CC(C)(C)N1)OC(=O)N1CCc3ccccc3C12C (stereo not given),12.2,-2.9,6.8,-3.1,0.0,-3.2,-7.8
Nc1cccc(-c2nc3ncccc3o2)c1,-23.6,-1.2,-9.8,0.0,-0.2,-43.0,-0.7
O=C(Cc1ccc2ccccc2c1)Nc1ccccc1Br,-38.0,-1.6,9.5,-0.8,0.4,-10.5,0.5
Fc1ccc(CNC(=S)NCc2ccc(F)cc2)cc1,-8.7,1.8,3.7,1.3,-0.1,4.9,-10.3
CCc1ccc(-c2cc(C(=O)Nn3cnnc3)c3ccccc3n2)cc1,.,-18.6,8.0,2.5,5.5,77.6*,-2.5
CNC[C@H]1Oc2c(NC(=O)Nc3ccc(F)cc3)cccc2C(=O)N([C@@H](C)CO)C[C@H]1C,-23.5,0.5,-18.5,-1.2,1.5,-0.3,-0.1
O=[N+]([O-])c1ccc(Sc2cc[n+]([O-])c3ccccc23)c([N+](=O)[O-])c1,22.4,-5.4,?,-1.9,12.4,-8.9,-2.6
CC=Cc1ccc2n(c1=O)C[C@H]1[C@H](CO)[C@@H](C(=O)NC3CCCC3)N(Cc3nccs3)[C@@H]21 (mixture of isomers),-0.2,-1.5,-4.8,-4.3,-0.8,-0.9,?
C[C@H](CO)N1C[C@H](C)[C@H](CN(C)Cc2ccccc2F)Oc2ncc(C#CCN(C)C)cc2C1=O,2.9,13.9,-3.2,0.5,-1.3,9.1,13.9
Cc1c(C)c2cc3c(C)coc3cc2oc1=O,-13.3,-26.6,-20.4,1.2,-1.7,-19.2,4.3
O=C(NCc1ccccc1)C1=C[C@@H](c2ccc(C(F)(F)F)cc2)C[C@@H](OCCCCO)O1,14.0&-2.7,4.1,17.3,-2.0&-2.3,2.1&1.2,-1.7&8.7,-1.0&-1.9
COc1ccc(OCC(O)CN2CCN(c3ccc(OC)cc3)CC2)cc1 (stereo not given),8.4,12.7,2.4,-1.6,4.8,3.6,6.4
CCCNC(=O)N1[C@H](CO)[C@@H](c2ccccc2-c2ccc(C)cc2)[C@@H]1C#N,.,.,-24.5,3.9,-2.5,-9.4,19.8
CCS(=O)(=O)c1ccc(O)c(NC(=O)c2ccc(S(=O)(=O)N3CCCCCC3)cc2)c1,15.1,-16.0,-13.7,.,-2.5,9.6,13.5
COc1ccc(CN2C(=O)C(CC(=O)NCC3CCCCC3)CC(C(=O)N3CCOCC3)=C2C)cc1 (stereo not given),-25.0,.,-12.3,0.5,-1.0,-3.5,?
C/C(=N\NC(=O)NC1CCCCC1)c1ccc(OC(F)F)cc1OC(F)F,-3.0,-5.9,10.9,1.7,5.2,15.3,2.4
COc1ccc(CCNC(=S)NC2CCN(Cc3ccccc3)CC2)cc1,16.6,7.8,10.0,-0.6,-1.1,9.2,6.8
COc1ccc([N+](=O)[O-])cc1NS(=O)(=O)c1cc(C(=O)N2CCN(C)CC2)ccc1OC,-17.3,-4.3,-0.5,2.4,0.0,-10.4,-2.0
COc1ccc(CN2CCNC(=O)C2CC(=O)NCC2CCOCC2)c(F)c1 (stereo not given),-4.0,-8.9,-5.6,1.4,1.1,3.9,11.9
CN(C)CCCN(Cc1cc2cc3c(cc2[nH]c1=O)OCO3)C(=S)Nc1cccc(Cl)c1,10.5,.,.,-8.1,-16.3,10.1,1.6
CO[C@H]1CN(C)C(=O)c2cc(NC(=O)C3CCCC3)ccc2OC[C@H](C)N(C(C)=O)C[C@H]1C,-13.4,-4.8,8.5,.,.,-1.0,.
COc1cccc(NC(=O)N(C)C[C@@H]2Oc3cc(C#Cc4ccncc4)ccc3S(=O)(=O)N([C@H](C)CO)C[C@@H]2C)c1,.,4.7,-9.9,1.9,2.1,18.1,-6.8
CC(C)N(C(=O)Cn1c(SCC(=O)NC2CC2)nc2ccccc21)C(C)C,3.3,9.9,3.8,-0.7,1.8,-2.1,-2.7
CCC(Cc1ccccc1)NS(=O)(=O)c1c(C)nc2scc(C)n2c1=O (stereo not given),-8.3,8.1,13.0,-2.7,-1.4,.,-5.2
OC(c1cc(-c2cccc(Cl)c2)nc2ccccc12)C1CCCCN1 (stereo not given),6.1,9.6,12.7,.,9.9,-2.5,?

# Gathered by group, the compounds so far with bromine
SMILES,PAX8 reporter,ARNT TACC3 PPI,LGR2 antag,SIRT5 inh,CASP6 VEID inh,EWS-Fli inh,DENV2 CPE
CCCOc1c(Br)cc(C2C3=C(CCCC3=O)N(CC)C3=C2C(=O)CCC3)cc1OC,-11.7,-23.3,-4.8,-4.5,6.8,-2.2,0.2
O=C(Cc1ccc2ccccc2c1)Nc1ccccc1Br,-38.0,-1.6,9.5,-0.8,0.4,-10.5,0.5

# Going on with the list:
SMILES,PAX8 reporter,ARNT TACC3 PPI,LGR2 antag,SIRT5 inh,CASP6 VEID inh,EWS-Fli inh,DENV2 CPE
CC(C)(C)c1cc(C(=S)N2CCCC2)cc(C(C)(C)C)c1O,24.4,7.7,5.0,1.0,2.2,-28.6,-3.5
COc1ccc2nc(C)cc(N3CCN(c4ccccc4)CC3)c2c1,-2.0,13.6,-0.2,2.3,-5.7,15.7,2.6
C#CCOC(=O)C[N+](C)(C)C/C=C/c1ccccc1,0.6,-1.9,.,2.1,-3.0,14.6,?
CCCNC(=O)N1C[C@@H](C)[C@@H](OC)CN(C)C(=O)c2ccc(NC(=O)C3CCC3)cc2OC[C@@H]1C,-0.5,4.3,-23.5,6.4,.,-1.5,-0.5
CCOc1ccc(NC(=O)CNC(=O)c2ccco2)cc1,-13.0,-1.4,26.1,-1.7,-1.7,-35.5,2.5
Cc1ccc2nc(-c3cccc(S(=O)(=O)N4CCCC4)c3)cn2c1,-58.0,-0.4,0.0,-4.8,0.0,.,5.9
CC12CCC(C(=O)NNC(=O)c3ccc(F)cc3)(OC1=O)C2(C)C (stereo not given),-6.8,-12.9,7.8,0.2,-1.1,.,4.5
CC(C)CN(CC(C)C)c1nnc(N)s1,-16.8,.,0.9,-0.5,1.5,-3.1,?
O=C1c2ccccc2C(=O)N1CCCc1nc(-c2ccccc2)no1,.,-24.1,-13.4,1.0,0.1,1.7,0.4

# Exported as tab-separated lines: entries from further up.
smiles	PAX8 reporter	ARNT TACC3 PPI	LGR2 antag	SIRT5 inh	CASP6 VEID inh	EWS-Fli inh	DENV2 CPE
COc1ccc(CCNC(=S)NC2CCN(Cc3ccccc3)CC2)cc1	16.6	7.8	10.0	-0.6	-1.1	9.2	6.8
COc1ccc([N+](=O)[O-])cc1NS(=O)(=O)c1cc(C(=O)N2CCN(C)CC2)ccc1OC	-17.3	-4.3	-0.5	2.4	0.0	-10.4	-2.0

# Reprinted at random: 2 records from the list, in no set order.
SMILES,PAX8 reporter,ARNT TACC3 PPI,LGR2 antag,SIRT5 inh,CASP6 VEID inh,EWS-Fli inh,DENV2 CPE
CCCNC(=O)N1C[C@@H](C)[C@@H](OC)CN(C)C(=O)c2ccc(NC(=O)C3CCC3)cc2OC[C@@H]1C,-0.5,4.3,-23.5,6.4,.,-1.5,-0.5
CC12CCC(C(=O)NNC(=O)c3ccc(F)cc3)(OC1=O)C2(C)C (stereo not given),-6.8,-12.9,7.8,0.2,-1.1,.,4.5
